Compound activity: PubChem, Broad Institute
EWS-Fli block – inhibitors of EWS/Fli oncoprotein transcriptional activity. A673 NR0B1-luciferase reporter, viability-normalised. hit rate 0.67% among 350,000. inhibition, % at 12.6 µM. AID 651661;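 active = mean inhibition of at least 50% after viability correction, with every replicate also passing that limit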;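 note: firefly luciferase signal divided by Alamar Blue viability fluorescence both relative to DMSO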
miR122 inh – inhibitors of miR-122 in Huh7 cells; Huh7 miR-122 Renilla luciferase sensor, 48 h; neutral wells = 0, positive control = 100; activation (reporter increase), % at 12.5 µM; hit rate 0.3% among 340,000; AID 602342;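 active = mean replicate activation score at least 90 and every replicate individually at or above 90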;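 note: higher luciferase means less miR-122 activity so hits act as miR-122 inhibitors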
Cneo AK release – causes C. neoformans cell lysis; lysis activity, % at 15 µM; adenylate kinase release luminescence, 4 h; normalised: neutral wells 0, clomiphene wells 100; hit rate 0.2% among 360,000; AID 651654;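 active = mean lysis activity across replicates of at least 80%, whatever share of replicates individually reach that level; inactive = mean lysis activity below 80%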
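Material – log-phase Cryptococcus neoformans yeast cells · Input – 5 × 10^6 yeast cells/mL · Medium – fresh YPD growth medium · Doses – single compound concentration per well · Timing – static 4 h at 37 °C with compound, 1 h detection · Detection – adenylate kinase release luminescence · Read-out – signal increase indicating cell lysis · Control set – Clomiphene as positive lysis control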
FN deposition inh – fibronectin deposition inhibition; hit rate 0.086% among 350,000; inhibition, % at 12.6 µM; AH1F fibroblasts, Alexa488-fibronectin deposition fluorescence, overnight;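 active = mean inhibition across replicates of 30% or more, regardless of how many single replicates reach that level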;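 note: positive control wells lacked labelled fibronectin entirely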
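test system = AH1F fibroblasts assembling fluorescent fibronectin matrix | quantity = 10000 AH1F cells per well | buffer or medium = DMEM plus 2% serum, read in PBS | doses = single dose, pinned | incubation = 1 h cell attachment, overnight exposure to compound and label | detection = fluorescence at 485 nm excitation, 525 nm emission | read-out basis = inhibition from reduced deposited-fibronectin fluorescence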
PAX8 inh HTS – lowers PAX8-driven luciferase in RMG-I cells; RMG-I TPO-luciferase reporter, SteadyGlo, 24 h; inhibition, % at 12.6 µM; hit rate 1.2% among 360,000; AID 652154;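 active = mean replicate inhibition at least 60% with every replicate also reaching 60%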;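 note: luciferase light reporting Pax8 driven TPO promoter activity; plate controls were median of neutral control wells for no effect and mitoxantrone controls for full effect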
LGR2 antag – Drosophila LGR2 receptor signaling inhibition | inhibition, % at 9.99 µM | hit rate 0.35% among 380,000 | HEK293 LGR2, CRE-luciferase, bursicon-stimulated, 4 h;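 active = drop in luminescence signal, shown as inhibition above about 50% in the replicate tests, limit read from the data, passing the limit was not always enough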;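 note: agonist challenge used bursicon conditioned medium at about half maximal strength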
PGC1a acetyl inh – lowers PGC1a acetylation signal in U2OS cells; hit rate 0.17% among 350,000; AID 651687; inhibition, % at 15.6 µM; AlphaScreen anti-acetyl-lysine; with virally co-expressed GCN5 acetyltransferase;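 active = every replicate shows inhibition of at least 40%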;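 note: 0% = neutral control wells and 100% = positive control wells; some results beyond the cut were filed as inactive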
CASP6 VEID inh – caspase-6 (human) enzyme inhibition; purified caspase-6, Z-VEID-R110 cleavage fluorescence; hit rate 0.53% among 350,000; inhibition, % at 12.5 µM; P55212;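 active = mean inhibition across replicates at least about 35%, with every replicate also reaching that limit, limit read from the data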;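 note: 0% = median of neutral control wells and 100% = no fluorescence left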
Target sequence (P55212 24-179 limits assumed): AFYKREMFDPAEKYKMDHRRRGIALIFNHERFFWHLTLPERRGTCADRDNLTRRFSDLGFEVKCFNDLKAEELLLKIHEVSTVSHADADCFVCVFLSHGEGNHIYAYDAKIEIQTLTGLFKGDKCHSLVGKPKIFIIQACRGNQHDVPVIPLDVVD
Target sequence (P55212 194-293 limits assumed): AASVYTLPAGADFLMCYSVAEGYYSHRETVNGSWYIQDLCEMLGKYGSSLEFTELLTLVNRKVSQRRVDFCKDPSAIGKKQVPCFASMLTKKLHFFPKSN
Starred values were filed as active, the others as inactive; . = not tested or not shown; [ ] = remark or other dose.

SMILES | EWS-Fli block | miR122 inh | Cneo AK release | FN deposition inh | PAX8 inh HTS | LGR2 antag | PGC1a acetyl inh | CASP6 VEID inh
CCCCOc1ccc(NC(=O)CSc2cccc3cccnc23)cc1 | 10 | 10 | -1 | -16 | -1 | -2 | -5 | 6
COc1ccc(C)cc1NC(=O)CSc1ccc(-c2cccnc2)nn1 | -1 | -1 | -3 | 10 | 3 | -2 | -30 | 0
CCOc1ccc(S(=O)(=O)N2CCN(C(=O)Cc3ccc(S(=O)(=O)N4CCOCC4)s3)CC2)cc1 | 7 | . | . | 1 | 30 | 8 | . | 0
CN(C)C(=O)c1ccc(-c2ccc3c(c2)[C@@H]2[C@@H](CCN2S(=O)(=O)c2ccccc2)[C@H](CO)N3)cc1 | -1 | 4[16.7 µM] | -11 | 15 | -4 | -20 | -11 | .
CCOc1ccc(NS(=O)(=O)c2c(C(=O)N3CCCCCC3)c(C)n(C)c2C)cc1 | . | 3 | 1 | -6 | 8 | -6 | . | 4
Cc1ccc(-n2nc3c(=O)n(CCCC(=O)NCCc4ccccc4C)nc(C)c3c2C)cc1 | . | . | . | 2 | 20 | 14 | . | 0
COc1ccc(-c2cc(C(=O)N3CC(C)CC(C)C3)c3ccccc3n2)cc1 (centres undefined) | -11 | . | -2 | -3 | -14 | -44 | . | -4
O=c1c(Cc2ccc(F)cc2)c(O)ccn1C1CCCCC1 | . | 0 | -1 | . | . | 13 | -5 | .
COc1ccc(CNC(=O)C(OC(=O)c2ccco2)c2ccc(F)cc2)cc1 (centres undefined) | -7 | . | -7 | 1 | -14 | 7 | . | .
Cc1nn(Cc2cccc(C(=O)NC(C)c3ccc(C(C)(C)C)cc3)c2)c(C)c1[N+](=O)[O-] (centres undefined) | . | -12 | 1 | -1 | . | . | 37 | .
CCc1[nH]nc(C(=O)N2CCCC(C(=O)c3cccc(C(F)(F)F)c3)C2)c1C (centres undefined) | . | 16 | 0 | 4 | 15 | 5 | 7 | 2
CCCCCCSc1ccc(-c2nc3ccc(C)cn3c2NC2CCCCC2)cc1 | 21 | 8 | 4 | -16 | -19 | -9 | -6 | 4
COC1OC2COC(c3ccccc3)OC2C(O)C1NC(=O)c1ccccc1 (centres undefined) | -7 | . | . | 1 | -2 | -4 | . | -2
C=C[C@H]1C(O[C@@H]2O[C@H](CO)[C@@H](O)[C@H](O)[C@H]2O)OC=C2C(=O)N3CCc4cc(OC)c(O)cc4[C@H]3C[C@H]21 (some centres undefined) | -6 | 2 | -1 | . | . | -12 | 2 | -2
CCOC(=O)N1CCN(S(=O)(=O)N2CCCC(C(=O)NCc3ccc(OC)cc3OC)C2)CC1 (centres undefined) | -7 | 2 | -3 | 11 | -14 | 6 | 5 | 1
Cc1cc(C)n2nc(C(=O)N/N=C/C=C/c3ccccc3)nc2n1 | -3 | -6 | 2 | -4 | -3 | . | -4 | 2
COC(=O)/C(=C\C(=O)c1ccccc1)Nc1ccc(OC)cc1 | -19 | . | . | -2 | -65 | -62 | . | 1
CC(C)NC(=O)Nc1ccc2c(c1)C(=O)N([C@@H](C)CO)C[C@H](C)[C@H](CN(C)S(=O)(=O)c1ccccc1)OCCCC[C@@H](C)O2 | 2 | -3[16.7 µM] | -1 | -7 | 2 | -11 | 0 | -1
Cc1c(OCC(=O)C(C)(C)C)ccc2c3c(c(=O)oc12)CCCC3 | -16 | 5 | 0 | -9 | -21 | -10 | . | 0
COC(=O)CCS(=O)(=O)c1ccc(NC(C)=O)cc1 | 5 | -4 | 1 | . | . | 10 | -7 | 2
Cc1ccc(S(=O)(=O)Nc2ccc3c(c2)C(=O)N([C@H](C)CO)C[C@@H](C)[C@H](CN(C)CC2CC2)O3)cc1 | -2 | -3[16.7 µM] | -4 | -7 | -4 | -10 | -5 | -5
N#Cc1nc(COc2ccccc2)oc1N1CCOCC1 | . | 0 | -1 | 1 | -22 | -6 | 7 | 1
Cc1noc(C)c1NC(=O)N(C)C[C@@H]1Oc2ccc(NC(=O)NC3CCCCC3)cc2CC(=O)N([C@@H](C)CO)C[C@H]1C | -5 | 4[16.7 µM] | -1 | . | . | -15 | 1 | 1
Cc1cc(C)nc(NS(=O)(=O)c2ccc(NC(=S)NC(=O)C3CCCC3)cc2)n1 | . | -62 | -3 | -3 | . | 2 | 8 | .
Cc1c(CCC(=O)N[C@@H](C)C(=O)O)c(=O)oc2cc3oc4c(c3cc12)CCCC4 | 40 | -4 | -5 | -5 | -28 | -45 | . | -1
CCOC1=C2CN(S(=O)(=O)c3ccc(C)cc3)C(c3ccc(CC)cc3)CC2N(S(=O)(=O)c2ccc(C)cc2)C(c2ccc(CC)cc2)C1 (centres undefined) | 20 | . | . | 7 | 7 | -11 | . | 4
COc1ccccc1-c1ccc2n(c1=O)C[C@H]1[C@H](CO)[C@@H](C(=O)NCc3ccccc3F)N[C@@H]21 | -3 | 4[16.7 µM] | 1 | . | -2 | 1 | . | -3
Cc1ccc(S(=O)(=O)Nc2ccc3c(c2)CC(=O)N([C@@H](C)CO)C[C@@H](C)[C@@H](CN(C)C(=O)Nc2c(C)noc2C)O3)cc1 | -9 | 5[16.7 µM] | 2 | . | -22 | -10 | 6 | .
O=c1cnnc(Nc2ccc(F)cc2)[nH]1 | 1 | -7 | 0 | -14 | -5 | 7 | 3 | -1
COc1ccc(C#Cc2ccc3c(c2)[C@@H]2[C@@H](CCN2C(=O)c2ccccc2F)[C@H](CO)N3C)cc1 | -12 | 5[16.7 µM] | -4 | -12 | -1 | 14 | 4 | .
O=C(CSc1nc2ccccc2c(=O)n1Cc1ccco1)N1CCN(c2ccccc2)CC1 | . | 4 | 26 | 3 | 5 | . | . | .
COc1ccccc1-c1nnc(SCC(=O)N2CCOCC2)n1-c1ccccc1 | . | 2 | -1 | -2 | 10 | . | -6 | .
Cc1cnc(CN2CCCC(C(=O)c3ccc4c5c(cccc35)CC4)C2)[nH]1 (centres undefined) | 0 | . | . | . | 19 | 15 | -3 | -3
Cc1cccc(-c2ccc([C@@H]3[C@@H](CO)N4CCCCN(C(=O)c5cccnc5)C[C@@H]34)cc2)c1 | 0 | 7[16.7 µM] | -2 | . | -10 | -10 | -2 | 5
Cc1ccc(Cl)cc1NS(=O)(=O)N1CCOCC1 | 4 | . | 4 | 5 | 17 | 9 | . | 8
COc1ccc(N2CCN(C(=O)NCc3cccc(OC)c3)CC2)cc1 | 0 | . | 0 | 0 | 15 | -3 | . | 2
C[C@H]1CN([C@@H](C)CO)C(=O)CCCn2nncc2CO[C@H]1CN(C)Cc1ccncc1 | 2 | -4[16.7 µM] | . | 3 | -15 | 8 | -3 | .
C[C@@H]1CCCCO[C@H](CN(C)C(=O)C2CCCCC2)[C@@H](C)CN([C@H](C)CO)C(=O)c2cc(NC(=O)NC3CCCCC3)ccc2O1 | 9 | 4[16.7 µM] | -2 | -5 | -23 | -5 | . | 0
COc1ccc(NS(=O)(=O)c2cc(NC(=O)C3CC3)ccc2N2CCOCC2)cc1 | 7 | 87 | 3 | 3 | 13 | -23 | -8 | 14
O=C(NCCN1CCC(n2c(=O)[nH]c3ccccc32)CC1)c1cccnc1 | -1 | . | . | 21 | -1 | -16 | . | -2
COC(=O)C1=C(C)NC(C)=C(C(=O)O[C@@H]2CCCN(Cc3ccccc3)C2)[C@@H]1c1cccc([N+](=O)[O-])c1 | 10 | -9 | 4 | . | 12 | 19 | -9 | -1
CC(C)N(C(=S)NC1CC2CCC1C2)c1ccccc1 (centres undefined) | -5 | -7 | 0 | 1 | 19 | . | . | 1
CCOC(=O)c1c(CN(CC)CC)n(-c2ccccc2)c2ccc(O)cc12 | 4 | . | . | -5 | 1 | 12 | . | 1
Nc1c(-c2ccccc2)cnc2cc(-c3ccccc3)nn12 | -108 | . | . | 1 | -111 | -34 | . | -3
CCOc1ccc(CN(C)C(=O)NNC(=O)c2ccc(C)cc2)cc1OC | -2 | 1 | -2 | 1 | 18 | 28 | . | -4
Cc1ccc(C)c(N2CCN(C(=O)c3ccc(CSc4nc5ccncc5[nH]4)cc3)CC2)c1 | -62 | 2 | 10 | -14 | 41 | 22 | -1 | 1
Cc1ccccc1CN1CCN(CC2CC3C=CC2C3)CC1 (centres undefined) | . | -1 | -2 | . | . | -9 | -14 | .
CCOc1ccc(S(=O)(=O)NCc2ccc(C)cc2)c2cccnc12 | . | 11 | 0 | -1 | 19 | -17 | -3 | .
CC12CCCC(=O)C1CCC(=Cc1ccco1)C2=O (centres undefined) | -13 | -2 | 1 | 4 | -20 | 25 | -4 | 1
COc1ccc(CNC(=O)C2CCCN2C(=O)NC2CCCCC2)cc1 (centres undefined) | . | -3 | 1 | -2 | -5 | . | 2 | .

Ordered by length of the SMILES (descending): part of the list above
SMILES | EWS-Fli block | miR122 inh | Cneo AK release | FN deposition inh | PAX8 inh HTS | LGR2 antag | PGC1a acetyl inh | CASP6 VEID inh
C=C[C@H]1C(O[C@@H]2O[C@H](CO)[C@@H](O)[C@H](O)[C@H]2O)OC=C2C(=O)N3CCc4cc(OC)c(O)cc4[C@H]3C[C@H]21 (some centres undefined) | -6 | 2 | -1 | . | . | -12 | 2 | -2
CCOc1ccc(S(=O)(=O)N2CCN(C(=O)Cc3ccc(S(=O)(=O)N4CCOCC4)s3)CC2)cc1 | 7 | . | . | 1 | 30 | 8 | . | 0
COc1ccc(N2CCN(C(=O)NCc3cccc(OC)c3)CC2)cc1 | 0 | . | 0 | 0 | 15 | -3 | . | 2

Next part:
SMILES | EWS-Fli block | miR122 inh | Cneo AK release | FN deposition inh | PAX8 inh HTS | LGR2 antag | PGC1a acetyl inh | CASP6 VEID inh
O=C(Cc1sc(Nc2ccccc2)nc1-c1ccccc1)NCc1ccccn1 | -84 | . | . | -37 | -83 | -40 | . | 1
O=C(Nc1cccc(-c2nn[nH]n2)c1)c1cccs1 | . | . | -3 | . | 0 | 11 | . | -5
COc1ccc(OCC(=O)Nc2ccc3oc(-c4ccncc4)nc3c2)cc1 | 2 | -3 | -2 | 2 | -2 | -11 | 4 | 3
CC12CC(O)C3c4ccc(O)cc4CCC3C1CCC2=O (centres undefined) | -30 | -4 | 1 | -6 | 8 | . | . | -1
Cc1ccc(Oc2ccc(NC(=O)CCC(=O)OCC(=O)c3cccs3)cc2)cc1C | . | -2 | 3 | -9 | . | . | 12 | .
O=C(CSc1ncn[nH]1)NCc1ccc2c(c1)OCO2 | 6 | 2 | 0 | -5 | 4 | 13 | 5 | 1
O=C(COC(=O)CSc1ccc(F)cc1)NCc1ccco1 | 0 | -7 | 2 | -2 | 5 | -3 | -4 | 6
CC(C)CC#Cc1ccc2c(c1)O[C@H](CN(C)Cc1ccccc1F)[C@H](C)CN([C@@H](C)CO)S2(=O)=O | 27 | 26[16.7 µM] | 11 | 10 | . | -17 | -22 | 2
COc1ccc(OCCC(=O)OCC(=O)NCc2ccccc2OC)cc1 | -5 | . | . | -1 | 0 | 1 | . | 4
CCOc1cc(/C=N/Nc2ccccc2Cl)ccc1OCC(=O)O | 1 | 4 | 0 | -2 | 5 | . | 1 | 25
Cc1cccc(OCC(=O)O/N=C(\N)c2ccncc2)c1 | -41 | -4 | 2 | -4 | -42 | -52 | . | 4
Cc1ccc2nc(-c3ccc(NC(=O)COC(=O)c4ccc([N+](=O)[O-])o4)cc3)sc2c1 | 55* | . | . | 2 | 34 | 83* | . | -1
COC(=O)CC1C(=O)NCCN1C(=O)CSc1nnnn1-c1ccc(OC)cc1 (centres undefined) | -33 | . | . | . | 9 | -12 | . | 2
O=C(CSc1ncc(C(F)(F)F)cc1Cl)N1CCN(S(=O)(=O)c2ccc3ccccc3c2)CC1 | 15 | -6 | . | . | . | -6 | -3 | -8
